TAAR1 antag: antagonists of human TAAR1 | Q96RJ0 | CHO RD-HGA16 TAAR1, Fluo-8 calcium fluorescence, antagonist | inhibition, % at 3 µM | 1.5% of 360,000 active | AID 624466;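 active = inhibition above a per-plate cutoff, the mean inhibition of test compounds on that plate plus 3 SD, cut at about 49% in these data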;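 also: 0% = DMSO plus EC80 beta-PEA response and 100% = DMSO alone without agonist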
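Test system – hTAAR1-expressing CHO RD-HGA16 cells, Gα16-coupled · Reagent – β-PEA at EC80 concentration, post-compound challenge · Compound dosing – 3 µM, single point · Timing – 140 s kinetic read after compound, 140 s after agonist · Detection – Fluo-8 intracellular calcium dye fluorescence, real-time kinetic reads · Control set – DMSO and EC80 PEA controls · Repeats – n of 1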
OXTR ag: activates the human oxytocin receptor; P30559; CHO-OTR cells, Fluo-8 calcium fluorescence; normalized: DMSO 0%, oxytocin 100%; activation, % at 3 µM; 0.32% of 320,000 active; AID 2435;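 active = activation above the mean of all tested compounds plus 3 SD, cutoff set per screening run, cut at about 20% in these data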;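 also: peak over basal fluorescence ratio from a 100 s FLIPR kinetic read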
Target sequence (P30559 whole entry, looked up): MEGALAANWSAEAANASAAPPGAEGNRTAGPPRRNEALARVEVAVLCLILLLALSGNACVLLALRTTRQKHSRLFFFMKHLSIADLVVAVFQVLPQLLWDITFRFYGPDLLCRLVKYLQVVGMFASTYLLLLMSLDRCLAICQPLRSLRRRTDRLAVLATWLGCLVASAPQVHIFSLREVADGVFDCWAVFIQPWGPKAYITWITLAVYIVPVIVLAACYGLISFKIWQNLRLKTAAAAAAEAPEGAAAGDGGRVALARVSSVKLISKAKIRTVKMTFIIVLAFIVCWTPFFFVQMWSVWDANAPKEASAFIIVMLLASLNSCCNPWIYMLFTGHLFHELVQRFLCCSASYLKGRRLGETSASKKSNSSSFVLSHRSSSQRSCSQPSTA
CHRM1 PAM: potentiates human M1 receptor response to acetylcholine | 0.088% of 360,000 active | CHO-K1 hM1, Fluo-8 calcium fluorescence, ACh EC20; 0% = ACh EC20, 100% = maximal ACh | activation, % at 3 µM | AID 588819; in the data active = activation above about 19%, passing the limit was not always enough
Target sequence (P11229 whole entry, looked up): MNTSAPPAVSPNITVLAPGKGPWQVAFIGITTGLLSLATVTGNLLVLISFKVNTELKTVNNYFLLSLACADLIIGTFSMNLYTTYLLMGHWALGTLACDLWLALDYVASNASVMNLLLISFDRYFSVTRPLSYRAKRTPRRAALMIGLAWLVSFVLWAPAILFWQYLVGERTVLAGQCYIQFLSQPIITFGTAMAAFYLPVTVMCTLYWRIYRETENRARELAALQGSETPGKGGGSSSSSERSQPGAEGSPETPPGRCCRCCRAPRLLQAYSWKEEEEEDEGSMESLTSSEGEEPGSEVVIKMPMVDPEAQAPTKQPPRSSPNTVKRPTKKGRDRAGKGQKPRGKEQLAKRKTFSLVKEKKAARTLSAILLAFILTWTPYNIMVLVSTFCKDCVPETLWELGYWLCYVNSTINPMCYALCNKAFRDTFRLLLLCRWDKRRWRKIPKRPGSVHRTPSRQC
TAAR1 agonist: human TAAR1 agonism; activation, % at 3 µM; Q96RJ0; 0.99% of 360,000 active; AID 624467; CHO RD-HGA16 TAAR1, Fluo-8 calcium fluorescence; vehicle wells 0%, saturating PEA agonist 100%;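 active = activation above the mean activation of all test compounds in the run plus 3 SD, cut at about 38% in these data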
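Benchmarks: low control DMSO, high control PEA (EC100); System: CHO RD-HGA16 cells carrying human TAAR1 plus Gα16; Detection: Fluo-8 fluorescence, 5 s baseline then 140 s kinetic read; Schedule: 17-24 h plating, Fluo-8 75 min 37 °C, 30 min RT; Read-out basis: % activation from peak over basal fluorescence ratio, DMSO-to-PEA scaled.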
V1aR counter: activates human V1a receptor in oxytocin agonist counter-screen | P37288 | CHO-V1R cells, Fluo-8 calcium fluorescence, agonist mode; 0% DMSO, 100% 3 nM vasopressin | activation, % at 3 µM | 0.25% of 320,000 active;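 active = activation above the mean activation of all tested compounds plus 3 SD, per screening run, cut at about 20% in these data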;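 also: signal is peak over basal fluorescence ratio across a 100 second FLIPR read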
M1 antag: blocks human M1 muscarinic receptor; P11229; CHO-K1 hM1, Fluo-8 calcium fluorescence, ACh EC80 antagonist; inhibition, % at 3 µM; 1.3% of 360,000 active;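 active = percent inhibition above its own plate's cutoff, namely the mean of that plate's compound wells plus 3 SD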;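 also: peak over basal fluorescence ratio during 140 s after agonist addition; 0% = ACh EC80 plus DMSO and 100% = DMSO alone without agonist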
OXTR potentiate: potentiates the human oxytocin receptor response; P30559; CHO-OTR cells, Fluo-8 calcium fluorescence, potentiator mode; 0% = oxytocin EC15, 100% = EC100; activation, % at 3 µM; 0.061% of 320,000 active; AID 2445;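 active = activation above that plate's cutoff, the mean activation of tested compounds plus 3 SD, cut at about 6.6% in these data, passing the limit was not always enough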;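 also: 100% uses oxytocin at 75 nM as the full agonist control; some results filed as inactive read as strong as hits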
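Measured by – Fluo-8 calcium dye fluorescence · Test system – human OTR in CHO cells · Dosing – one concentration, 3.0 µM compound · Controls – EC15 oxytocin alone as 0%, 75 nM oxytocin as 100% · Evaluation – normalized max/min fluorescence ratio, % activation · Timing – 6 min pre-incubation, 100 s read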
CHO parental Ca: counter-screen: ATP calcium response change in parental CHO cells | 0.63% of 330,000 active | inhibition, % at 5.6 µM | AID 463079 | parental CHO-K1, ATP-induced calcium, Fluo-8 fluorescence;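 active = inhibition above that plate's mean sample inhibition plus 3 SD, cut at about 26% in these data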;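 also: 0% = ATP-challenged DMSO wells and 100% = DMSO wells without ATP; some compounds past the cut are filed as inactive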
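Measured by: calcium-sensitive Fluo-8 fluorescence / Test system: CHO parental line / Controls: ATP-challenged DMSO wells low, unchallenged DMSO wells high / Measure: % inhibition / Compound: single nominal dose of 5.6 µM per compound / Replicates: single well per compound, no replicates / Reagent: ATP as calcium-mobilizing challenge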
CHRM1 agonist: human M1 muscarinic receptor agonism; activation, % at 3 µM; 0.33% of 360,000 active; AID 588814; CHO-K1 hM1, Fluo-8 calcium fluorescence, agonist mode; 0% DMSO, 100% acetylcholine EC100; P11229;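 active = activation above the run's mean compound activation plus 3 SD, cut at about 16% in these data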;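 also: peak over basal fluorescence ratio within a 140 s kinetic read after compound addition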
Numbers without * were called inactive; · = no result given.

SMILES | TAAR1 antag | OXTR ag | CHRM1 PAM | TAAR1 agonist | V1aR counter | M1 antag | OXTR potentiate | CHO parental Ca | CHRM1 agonist
COc1ccc(NC(=O)c2[nH]c(C)c(C(C)=O)c2C)cc1S(=O)(=O)N1CCOCC1 | -5 | -1.0 | -3 | -1 | 2.2 | 12 | -1 | -11 | -5
CCC(=O)N(Cc1ccc(S(N)(=O)=O)cc1)C1CC(=O)N(c2ccc(OC)cc2)C1=O (stereo not drawn) | -8 | 0.6 | -2 | 13 | -0.1 | 1 | -3 | 1 | -3
COc1ccc(CCNC(=O)c2ccc(Cl)c(S(=O)(=O)N3CCCCCC3)c2)cc1 | 44 | 8.1 | -15 | 15 | 9.3 | 22 | -10 | 27* | 1
CCOC(=O)C1=C(C)c2ccccc2N(C(=O)OC)C1(C)C(=O)OCC (stereo not drawn) | 4 | · | 9 | 2 | · | -9 | · | -18 | -5
C#CCN1C=C(C(=O)OCC)C(C)NS1(=O)=O (stereo not drawn) | -20 | · | 1 | 0 | · | -7 | · | -3 | -1
Cc1cc(NC(=O)CSc2ccccn2)no1 | 10 | -0.8 | 12 | 3 | -0.6 | -5 | -10 | -11 | -9
COc1ccc(NC(=S)N(CCCN2CCOCC2)Cc2cn(C)c3ccccc23)cc1OC | -2 | 1.8 | 5 | -2 | 1.0 | -12 | 0 | -9 | -9
C=CCC(C(=O)NC(C)c1ccccc1)C(=O)NC(C)c1ccccc1 (stereo not drawn) | 9 | 0.2 | 17 | 4 | 5.3 | -12 | -3 | -9 | 3
O=C1c2cccc3cccc(c23)C(=O)N1c1ccc2ncccc2c1 | 0 | 0.2 | 3 | 11 | 0.2 | 1 | 0 | 1 | -1
O=C(N/N=C1/SCC(=O)N1Cc1ccco1)c1ccccc1F | 6 | -0.1 | -10 | 10 | -0.1 | 13 | 3 | -12 | 1
CCN(CC)S(=O)(=O)c1cccc(NC(=O)CCNC(=O)NC23CC4CC(CC(C4)C2)C3)c1 | · | -2.3 | 7 | · | -1.0 | -8 | -10 | -16 | -7
COc1cccc2sc(N3CCN(C(=O)c4ccc([N+](=O)[O-])o4)CC3)nc12 | · | -0.9 | 0 | · | -0.3 | -2 | -4 | -14 | -6
COc1ccc(-c2nc3n(n2)C(c2ccccc2Cl)C(C(N)=O)=C(C)N3)cc1 (stereo not drawn) | 9 | -0.2 | -1 | 0 | -0.3 | -8 | -1 | -12 | 0
Cc1ccc(C)c2sc(NC(=O)c3ccc(N4C(=O)CCC4=O)cc3)nc12 | 22 | 1.4 | 4 | 4 | 0.9 | -7 | 0 | -2 | 0
COc1cccc(C(=O)NCc2ccc3c(c2)OCO3)c1OC | -14 | · | 12 | 3 | · | -13 | · | · | -1
Cc1ccc(NC(=O)Cn2c(=O)c3cccn3c3ccccc32)c(C)c1 | -11 | 0.4 | -4 | 0 | 0.1 | 18 | -4 | 7 | -4
Cc1cc(C(=O)NC2Cc3ccccc3C2)c(C)o1 | -16 | -0.3 | 3 | 1 | -0.5 | -5 | 7 | -13 | -1
COCc1cc(=O)[nH]c(/N=C(\N)Nc2ccc(C)cc2C)n1 | 2 | 0.5 | 10 | 7 | 0.6 | -7 | -12 | 7 | 1
COc1cccc(N(CC(=O)N2CCN(C)CC2)S(=O)(=O)c2ccc(C)cc2)c1 | 0 | 1.2 | -18 | 10 | -0.2 | 20 | 0 | -14 | -7
Cc1cccc(Nc2n[nH]c(=S)s2)c1C | -3 | 4.3 | 2 | 3 | 2.1 | -7 | -3 | -2 | -3
CC1CC(C)(C)CC2(C1)NC(=O)N(CC(=O)OCc1ccc(Br)cc1)C2=O (stereo not drawn) | 23 | -0.9 | 8 | 41* | -0.6 | 10 | -10 | -10 | 0
O=C(CN(Cc1ccc2c(c1)OCO2)C(=O)CNS(=O)(=O)c1ccccc1)NCC1CCCO1 (stereo not drawn) | 6 | 0.6 | 7 | 3 | 0.6 | -33 | -4 | -19 | -4
CC(=O)NC(c1cccc(F)c1)c1nc(-c2ccc(N(C)C)cc2)cs1 (stereo not drawn) | -5 | · | 6 | 1 | · | -9 | · | · | -1
CC(=O)Nc1ccc(C#Cc2ccc(NC(C)=O)cc2)cc1 | 2 | 0.4 | -5 | 8 | 0.1 | 6 | -7 | -2 | 3
CCN(C(=O)c1cc2c(=O)[nH]c3ccc(C)cc3c2s1)c1ccc(OC)cc1 | -29 | -1.1 | -2 | 2 | -0.4 | 2 | -1 | -12 | -3
The list goes on.
SMILES | TAAR1 antag | OXTR ag | CHRM1 PAM | TAAR1 agonist | V1aR counter | M1 antag | OXTR potentiate | CHO parental Ca | CHRM1 agonist
Cc1ccc(CN(Cc2cccnc2)C(=O)CN2C(=O)COc3ccccc32)o1 | · | -1.0 | 3 | · | 0.0 | -1 | -1 | -10 | -4
CCOc1cc(C2C(C(=O)c3ccco3)=C(O)C(=O)N2CC2CCCO2)ccc1O (stereo not drawn) | 11 | 1.0 | 12 | 4 | 0.0 | -8 | 0 | 0 | -4
Cc1noc(C(=O)NC2CCCCC2)c1Cl | -23 | -0.7 | 11 | 0 | -0.5 | -16 | 0 | -13 | -5
COc1ccc(/C=C2\SC(=S)N(CCC(=O)Nc3ccc(C(=O)O)cc3)C2=O)cc1 | 15 | -0.7 | 6 | 1 | -1.0 | -12 | -17 | -2 | -4
Cc1ccc(NC(=S)N(CCCN2CCN(C)CC2)Cc2cccs2)cc1 | -21 | 0.9 | 14 | 0 | 0.6 | -13 | -9 | -16 | -5
COc1ccc(C(=O)NC(=S)Nc2ccc(N3CCCC3)cc2)cc1OC | -4 | -0.8 | -2 | -1 | 1.3 | 4 | -5 | -12 | -10
c1ccc(NC(=NCc2ccco2)c2ccccc2)cc1 | -9 | -0.5 | -12 | 3 | -0.3 | 13 | -4 | -17 | -13
CC(Cn1cncn1)NC(=O)c1cc(COc2cccc(C(F)(F)F)c2)on1 (stereo not drawn) | 0 | 2.4 | 6 | 3 | 1.7 | -6 | -4 | -7 | -2
O=C(Nc1nccs1)c1cc(Cl)ccc1[N+](=O)[O-] | -8 | -1.3 | -1 | 0 | 0.7 | 1 | -5 | -12 | -4
CN1/C(=C/C(=O)C2CCC2)Sc2ccccc21 | -29 | -1.9 | 6 | 2 | -1.4 | -14 | -9 | -27 | -11
Cc1ccc(CCNS(=O)(=O)c2cc3c(cc2C)n(C)c(=O)c(=O)n3C)cc1 | -24 | -0.6 | -4 | 3 | -0.1 | -3 | -17 | -12 | -5
COc1cc(Br)cc(-c2nc3c(c(=O)[nH]c(=O)n3Cc3ccccc3)n2C)c1O | -7 | 4.2 | -1 | 4 | 5.5 | 8 | -6 | -16 | -2
O=C(Nc1ccc(Cl)c(Cl)c1)N1CCCCCC1 | -26 | -1.3 | 3 | 0 | 3.4 | -5 | -10 | 33* | -4
COc1ccc(CNc2nccs2)cc1 | -3 | -0.9 | 10 | -1 | 0.6 | -8 | -2 | 0 | -2
Cc1nc2ccc(S(=O)(=O)NCC(=O)N3CCCCC3)cc2s1 | -7 | 0.1 | 5 | 5 | 0.9 | 6 | 1 | 9 | -4
CN(N)c1nc2ccccc2nc1C(F)(F)F | -14 | -1.5 | 8 | 9 | 0.3 | -2 | 2 | 4 | -10
CCN(CC)CCN1C(=O)c2ccccc2NC1c1cc(OC)c(OC)c(OC)c1 (stereo not drawn) | 15 | -0.7 | 2 | 1 | 6.3 | 2 | -5 | -25 | -4
c1ccc(-c2cc3nc(NCc4cccs4)nc(NCc4ccc5occc5c4)c3s2)cc1 | -23 | · | 7 | 2 | · | -15 | · | · | -2
COc1ccc(OC)c(N(CC(=O)NCc2ccccc2)S(=O)(=O)c2ccc(OC)c(OC)c2)c1 | 51* | 1.9 | -5 | 14 | 6.4 | 14 | -15 | -16 | 0
CCOc1ccccc1-n1nnnc1SCC(=O)O | -7 | -0.5 | 1 | 0 | 0.5 | -19 | -6 | 1 | -1
Cc1ccc(O)c(C(=O)c2cc(C#N)c(=O)n(Cc3ccccc3)c2)c1 | -1 | 3.2 | -7 | 5 | 2.4 | 6 | -6 | -22 | -6
COCCCn1c(=O)/c(=C\c2ccccc2OC(F)F)s/c1=C(/C#N)C(=O)N1CCOCC1 | 22 | -2.0 | -2 | 5 | -1.2 | 2 | -2 | -30 | -11
COC(=O)CCNCCSc1nnc(-c2ccco2)n1Cc1ccccc1 | -10 | 0.3 | 1 | 0 | 0.2 | -22 | -3 | -22 | -6
CC(C)OCCCNC(=O)CN1CCN(Cc2ccccc2Cl)C1=O | 0 | -1.2 | 3 | 12 | 0.6 | -12 | -12 | -23 | -3
CN=c1scc(-c2cc(OC)ccc2OC)n1/N=C/c1c(C)[nH]c2ccccc12 | 9 | 2.0 | 14 | 3 | 3.1 | -11 | -11 | -4 | -7
Following part.
SMILES | TAAR1 antag | OXTR ag | CHRM1 PAM | TAAR1 agonist | V1aR counter | M1 antag | OXTR potentiate | CHO parental Ca | CHRM1 agonist
O=[N+]([O-])c1cccc(-c2nnc3cccc(Cl)n23)c1 | -1 | 0.1 | 5 | 1 | 0.0 | -5 | -7 | -1 | -6
Cc1ccc(COC(=O)c2ccc3ccccc3n2)cc1 | -9 | 7.5 | -2 | 9 | 0.3 | 11 | -4 | -22 | -2
NC1=NC[C@H](Cc2ccccc2)N1CCc1cc(C(F)(F)F)cc(C(F)(F)F)c1 | -2 | 0.5 | -2 | 15 | 0.0 | 7 | 0 | -20 | -10
Cn1c(=O)c2c(SCC(=O)N3CCOCC3)nc(C3CCCCC3)nc2n(C)c1=O | · | 0.1 | · | · | -0.2 | · | 1 | 2 | ·
COc1ccc(N(C(=O)Cn2nnc(-c3ccccc3F)n2)C(C(=O)NCC2CCCO2)c2ccc(Cl)cc2)cc1 (stereo not drawn) | 4 | -0.6 | 10 | 2 | -0.7 | -11 | -10 | -3 | 0
O=C(Nc1cc(S(=O)(=O)N2CCCCC2)ccc1N1CCOCC1)c1cc(=O)[nH]c2ccccc12 | 14 | 0.2 | -1 | 0 | 0.5 | -1 | -1 | -14 | -5
Cc1ccc(NC(=O)C2=CCN(S(=O)(=O)c3ccc(F)cc3)CC2)cc1 | -17 | -1.9 | 3 | 1 | 1.5 | -10 | -2 | -16 | -5

Entries listed above printed as active in TAAR1 antag.
canonical_smiles,TAAR1 antag,CHRM1 PAM,TAAR1 agonist,M1 antag,CHRM1 agonist
COc1ccc(OC)c(N(CC(=O)NCc2ccccc2)S(=O)(=O)c2ccc(OC)c(OC)c2)c1,51*,-5,14,14,0
